LMP1 NFkB inh: EBV LMP1-driven NF-kappaB luciferase reporter inhibitors, primary screen, cell-based, luminescence, single point; AID 504558, 2011; hit rate 0.69% among 350,000; inhibition, % at 12.5 µM; LMP1-induced NF-kappaB luciferase reporter cells; in the data active means inhibition above about 41%;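 further: 0% = neutral control wells and 100% = reference inhibitor control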
NOD2 RIPK2 PPI: NOD2-RIPK2 binding disruptors in cells, primary screen, fluorescence, CHO cells, BLA complementation; Receptor-interacting serine/threonine-protein kinase 2 (Homo sapiens), O43353; CCF4 ratio; inhibition, % at 4.98 µM; hit rate 0.38% among 360,000; AID 624267, 2012; in the data active means inhibition above about 21%;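 further: 0% = vehicle only and 100% = reference blocker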
SRC1 inh: SRC1 coactivator transcriptional activity inhibitors, primary screen, cell-based, luminescence; Nuclear receptor coactivator 1 (Homo sapiens), Q15788; HEK293 GAL4-SRC1 luciferase reporter; inhibition, % at 3.6 µM; hit rate 0.12% among 360,000; AID 588354, 2011;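 active means inhibition above the campaign mean plus 3 SD, with each screening campaign given its own cutoff, cut at about 60% in these data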;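 further: 0% = DMSO treated cells and 100% = gossypol at 36 µM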
NCOA3 inh: SRC3 coactivator transcriptional activity inhibitors, primary screen, cell-based, luminescence; Nuclear receptor coactivator 3 (Homo sapiens), Q9Y6Q9; HEK293 GAL4-SRC3 luciferase reporter; inhibition, % at 3.6 µM; hit rate 0.17% among 360,000; AID 588352, 2011;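 active means inhibition above a per-campaign cutoff, the mean of all compounds plus 3 SD, cut at about 60% in these data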;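 further: 0% = DMSO-treated cells and 100% = gossypol-treated cells at 36 µM; higher means less SRC3-driven luciferase light from the GAL4 reporter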
LRH-1 inv ag: LRH-1 (NR5A2) inverse agonists, primary screen, cell-based, luminescence, HEK293T, StAR-luciferase reporter. LRH-1 transfected, 24 h. inhibition, % at 3.6 µM. hit rate 0.13% among 360,000;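 active means inhibition above the mean inhibition of all tested compounds plus 3 SD, cut at about 73% in these data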;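 further: 0% = DMSO wells and 100% = reporter-only cells lacking LRH-1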
TROY NFkB inh: inhibitors of TROY-driven NF-kB signaling, primary screen, Q293 LMP1-TROYcd cells, NF-kB luciferase, uHTS. Q293 LMP1-TROYcd NF-kB luciferase reporter, 4 h. inhibition, % at 10 µM. AID 1347056, 2019. hit rate 0.98% among 360,000;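 active means compounds whose plate-normalised and pattern-corrected inhibition of the luciferase reporter signal at the single screening dose is 50% or more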
TWEAK Fn14 block: inhibitors of TWEAK-Fn14 signaling, primary screen, luciferase reporter cells, uHTS | inhibition, % at 10 µM | hit rate 2% among 360,000 | TWEAK-stimulated Fn14 reporter cells, luciferase luminescence, 8 h | AID 1159606, 2016; in the data active means inhibition above about 50%
SRC2 inh: inhibition of GAL4-SRC2 driven luciferase reporter, primary screen, SRC2 inhibitor project, cell-based, luminescence; Nuclear receptor coactivator 2 (Homo sapiens), Q15596; HEK293 GAL4-SRC2 luciferase reporter; inhibition, % at 9 µM; hit rate 0.17% among 370,000; AID 651957, 2012;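 active means inhibition above the mean inhibition of all tested compounds plus 3 SD, set per campaign, cut at about 52% in these data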;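 further: 0% = DMSO treated cells and 100% = cells given Gossypol at 36 µM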
TRAIL sens C8: viability loss with TRAIL in NB7+C8 cells, primary screen, TRAIL sensitizer project, cell-based, ATPlite luminescence; hit rate 1% among 360,000; AID 624354, 2012; inhibition (viability loss, TRAIL sensitization), % at 10 µM;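 active means compounds causing at least 50% loss of cell viability in the single-dose screen, relative to plate controls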
TLR9-MyD88 inh: inhibitors of TLR9-MyD88 association in cells, primary screen, cell-based, CHO, BLA complementation, fluorescence | CCF4 FRET ratio | AID 504734, 2011 | hit rate 0.21% among 340,000 | inhibition, % at 4.98 µM | Toll-like receptor 9 (Homo sapiens) + Myeloid differentiation primary response protein …;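 active means inhibition above the mean over all tested compounds plus 3 SD, cut at about 21% in these data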;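 further: 0% = DMSO only wells and 100% = clavulanate BLA inhibitor control wells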
Target sequence (Q99836 whole entry, looked up): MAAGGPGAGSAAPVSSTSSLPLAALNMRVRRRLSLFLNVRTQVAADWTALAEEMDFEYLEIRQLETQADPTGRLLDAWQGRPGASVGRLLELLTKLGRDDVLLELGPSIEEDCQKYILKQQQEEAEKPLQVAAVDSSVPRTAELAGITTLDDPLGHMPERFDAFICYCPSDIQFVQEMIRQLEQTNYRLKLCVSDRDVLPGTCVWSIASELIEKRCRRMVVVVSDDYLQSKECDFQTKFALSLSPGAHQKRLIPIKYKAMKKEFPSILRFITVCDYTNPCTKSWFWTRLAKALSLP
Target sequence (Q9NR96 whole entry, looked up): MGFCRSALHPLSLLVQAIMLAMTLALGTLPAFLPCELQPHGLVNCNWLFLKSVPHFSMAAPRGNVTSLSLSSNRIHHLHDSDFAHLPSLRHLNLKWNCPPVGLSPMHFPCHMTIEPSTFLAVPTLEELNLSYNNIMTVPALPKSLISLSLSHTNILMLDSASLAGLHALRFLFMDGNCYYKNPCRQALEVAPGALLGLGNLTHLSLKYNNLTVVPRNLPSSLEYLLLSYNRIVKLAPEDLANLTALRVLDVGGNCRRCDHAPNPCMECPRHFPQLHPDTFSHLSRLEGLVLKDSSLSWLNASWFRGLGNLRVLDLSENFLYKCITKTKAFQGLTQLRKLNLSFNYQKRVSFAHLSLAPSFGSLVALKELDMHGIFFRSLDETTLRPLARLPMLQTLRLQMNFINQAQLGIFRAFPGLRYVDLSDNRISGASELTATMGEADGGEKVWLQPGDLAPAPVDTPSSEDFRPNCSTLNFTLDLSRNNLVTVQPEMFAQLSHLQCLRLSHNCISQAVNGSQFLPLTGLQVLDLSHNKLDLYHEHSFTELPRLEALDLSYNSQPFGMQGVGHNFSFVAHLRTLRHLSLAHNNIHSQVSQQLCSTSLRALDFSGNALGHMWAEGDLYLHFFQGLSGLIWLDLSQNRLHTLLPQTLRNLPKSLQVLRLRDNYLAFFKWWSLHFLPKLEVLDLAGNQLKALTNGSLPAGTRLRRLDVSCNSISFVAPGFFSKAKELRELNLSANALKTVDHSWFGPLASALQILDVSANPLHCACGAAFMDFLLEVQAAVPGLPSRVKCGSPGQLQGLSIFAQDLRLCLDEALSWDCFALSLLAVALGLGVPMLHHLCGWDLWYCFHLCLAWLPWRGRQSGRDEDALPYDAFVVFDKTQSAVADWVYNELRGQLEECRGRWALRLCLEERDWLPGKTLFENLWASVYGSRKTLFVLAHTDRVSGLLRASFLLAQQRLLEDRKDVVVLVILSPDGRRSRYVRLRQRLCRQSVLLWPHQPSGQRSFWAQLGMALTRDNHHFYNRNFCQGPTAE
COUP-TFII inh: NR2F2 transcriptional activity inhibitors, primary screen, cell-based, luciferase reporter, HEK293T, luminescence; COUP transcription factor 2 (Homo sapiens), P24468; HEK293T NGFI-A luciferase reporter; inhibition, % at 8.6 µM; hit rate 0.7% among 370,000; AID 686940, 2013;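 active means inhibition above a per-plate cutoff, mean inhibition of test wells between control levels plus 3 SD, cut at about 38% in these data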;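 further: cells cotransfected with COUP-TFII expression vector driving the NGFI-A reporter; 0% = median of COUP-TF2 test wells and 100% = reporter-only cells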
Active calls of the source: *; / = no result given. An excerpt. The share of hits here may be higher or lower than overall.

compound,LMP1 NFkB inh,NOD2 RIPK2 PPI,SRC1 inh,NCOA3 inh,LRH-1 inv ag,TROY NFkB inh,TWEAK Fn14 block,SRC2 inh,TRAIL sens C8,TLR9-MyD88 inh,COUP-TFII inh
O=C(CN(C(=O)c1csnn1)c1ccc(F)c(Cl)c1)NC1CCCCC1,-1,2,11,2,-12,6,18,-5,-6,-4,8
CCOc1ccc(C(=O)NCC(=O)OCc2csc(-c3ccccc3)n2)cc1,6,4,-2,-16,8,-19,1,-32,0,-5,2
COCCCNC(=O)CC(NS(=O)(=O)c1ccc(Cl)cc1)c1ccco1 (centres undefined),2,-1,6,-6,-6,6,13,12,13,-1,-3
CN1CCN(C(=O)c2ccc(CS(=O)Cc3ccc(Cl)cc3)o2)CC1 (centres undefined),5,-8,-8,2,-5,-17,-6,-22,3,2,-4
COc1cc(-c2nc3ccccn3c2N)ccc1O,5,-10,0,0,20,4,-7,-7,-8,5,-9
COC(=O)c1cc(C(=O)OC)n(Cc2ccc(F)cc2)n1,0,6,-3,-7,-4,3,28,6,-9,-3,4
O=C(Nc1nnc(C2CC2)s1)c1cccc(S(=O)(=O)N2CC(c3ccccc3)CC2=O)c1 (centres undefined),-14,2,-1,-1,-10,2,-9,6,14,5,4
COc1ccc(C(=O)Nc2ccc(S(=O)(=O)Nc3onc(C)c3C)cc2)cc1OC,-2,0,15,-6,1,9,-2,13,-9,-5,7

compound,LMP1 NFkB inh,NOD2 RIPK2 PPI,SRC1 inh,NCOA3 inh,LRH-1 inv ag,TROY NFkB inh,TWEAK Fn14 block,SRC2 inh,TRAIL sens C8,TLR9-MyD88 inh,COUP-TFII inh
CO/N=C(/CNC(=O)c1ccc(Cl)cc1Cl)c1ccc(Cl)cc1,-14,-1,0,18,-3,-23,-14,5,-4,9,-10
COc1cccc(NC(=O)c2cccc(C)c2[N+](=O)[O-])c1,-5,-3,-52,-27,-18,-25,-16,-48,1,-8,-30
O=C(OCCCOC(=O)c1cc[n+]([O-])cc1)c1cc[n+]([O-])cc1,-2,-10,-6,8,19,-4,-3,-2,7,10,7
Cc1cc(Sc2nc(N(C)C)nc(N(C)C)n2)nc(Cl)n1,2,2,-4,10,1,1,-7,22,26,-1,-5
Nc1ccc(S(=O)(=O)Nc2cc(Cl)c(N)c(Cl)c2)cc1,-3,4,-9,-7,-24,-4,27,-21,-13,-6,3
Cc1ccsc1/C=C1\Oc2cc(OCC(=O)c3ccccc3)ccc2C1=O,-3,0,-11,-4,-3,-18,4,14,-8,7,2
O=C(CCCn1c(=S)[nH]c2ccc(Br)cc2c1=O)N1CCN(c2ccccn2)CC1,8,-15,-3,-15,-4,21,-6,13,22,-2,14
CCCCn1c(SCC(=O)Nc2cc(C(F)(F)F)ccc2Cl)nnc1C(CC)N(C)C (centres undefined),2,14,3,24,3,8,-4,10,6,-4,3

Another view of two compounds above.
molecule: CO/N=C(/CNC(=O)c1ccc(Cl)cc1Cl)c1ccc(Cl)cc1
  LMP1 NFkB inh: -14; NOD2 RIPK2 PPI: -1; SRC1 inh: 0; NCOA3 inh: 18; LRH-1 inv ag: -3; TROY NFkB inh: -23; TWEAK Fn14 block: -14; SRC2 inh: 5; TRAIL sens C8: -4; TLR9-MyD88 inh: 9; COUP-TFII inh: -10
molecule: COc1cccc(NC(=O)c2cccc(C)c2[N+](=O)[O-])c1
  LMP1 NFkB inh: -5; NOD2 RIPK2 PPI: -3; SRC1 inh: -52; NCOA3 inh: -27; LRH-1 inv ag: -18; TROY NFkB inh: -25; TWEAK Fn14 block: -16; SRC2 inh: -48; TRAIL sens C8: 1; TLR9-MyD88 inh: -8; COUP-TFII inh: -30

Next records follow:
compound,LMP1 NFkB inh,NOD2 RIPK2 PPI,SRC1 inh,NCOA3 inh,LRH-1 inv ag,TROY NFkB inh,TWEAK Fn14 block,SRC2 inh,TRAIL sens C8,TLR9-MyD88 inh,COUP-TFII inh
COc1ccccc1C1C(C(C)=O)=C(O)C(=O)N1CCc1ccccc1 (centres undefined),15,-6,9,7,-1,-27,-3,-13,2,4,19
CCOC(=O)N1CCN(S(=O)(=O)c2ccc(C(=O)N(CCCN(C)C)c3nc4ccc(OC)cc4s3)cc2)CC1,-11,-3,0,-12,30,-5,8,-10,-4,4,-15
Cc1c(C(=O)NCc2ccc(F)cc2)oc2ccc(S(=O)(=O)N3CCOCC3)cc12,3,-7,-3,-20,2,7,4,4,8,-1,8
Cc1cccc(NC(=O)c2ccc3nccnc3c2)c1C,6,-9,24,14,10,5,36,20,4,-5,-2
C/C=C/c1ccc(OCC(O)CNCC(c2ccc(OC)cc2)N(C)C)c(OC)c1 (centres undefined),1,4,4,-21,-5,20,2,26,2,9,8
CCCC(=O)c1c[nH]c(C(=O)NCCCN2CCOCC2)c1,0,-7,7,10,12,20,19,19,10,-4,7
CC(=O)Nc1cc(-c2ccccc2F)cn2c(-c3cccc(C(F)(F)F)c3)cnc12,/,-3,-1,-3,-9,2,-20,18,6,/,13
CC1(C)CC(=O)C=C(c2ccc(Oc3ccccc3)cc2)C1=O,-2,2,1,-14,-18,-30,-10,1,-2,1,7

compound,LMP1 NFkB inh,NOD2 RIPK2 PPI,SRC1 inh,NCOA3 inh,LRH-1 inv ag,TROY NFkB inh,TWEAK Fn14 block,SRC2 inh,TRAIL sens C8,TLR9-MyD88 inh,COUP-TFII inh
CCN(CC(=O)NCCc1ccc(S(N)(=O)=O)cc1)Cc1ccccc1,0,-2,0,-17,27,0,1,-3,-15,-12,15
c1ccc(-c2ccc3sccc3n2)cc1,-16,-2,-107,-84,-108,-38,-10,-58,0,8,-25
C=CCn1c(NC(=O)c2ccc(C)cc2)nc2ccccc21,-18,0,-53,-61,0,-52,-11,-29,11,-4,-39
COC(=O)c1ccc(=O)n(Cc2ccc3c(c2)OCO3)c1,-4,-7,17,14,8,/,-2,-15,-4,-3,9
Cc1ccc(C)c(NC(=O)CSc2ccc(S(=O)(=O)N3CCCC3)cn2)c1,3,-14,-8,-7,4,18,0,15,-2,-16,-6
COc1cc(N=c2oc3c(C)ncc(CO)c3cc2C(N)=O)cc(OC)c1OC,7,1,-12,1,-16,-13,-7,-30,-6,-2,11
Cc1ccc(C(=O)C(C)OC(=O)C2CCN(c3ccc(C(F)(F)F)cn3)CC2)cc1C (centres undefined),0,-6,-8,14,20,11,1,5,3,-2,16
Cc1cc(C)c(C(=O)COC(=O)c2cc([N+](=O)[O-])ccc2N2CCOCC2)cc1C,3,-3,-31,16,1,-29,-35,-2,-12,4,7

compound,LMP1 NFkB inh,NOD2 RIPK2 PPI,SRC1 inh,NCOA3 inh,LRH-1 inv ag,TROY NFkB inh,TWEAK Fn14 block,SRC2 inh,TRAIL sens C8,TLR9-MyD88 inh,COUP-TFII inh
O=C(Nc1ccccc1O)c1ccc(NS(=O)(=O)c2cccc3cccnc23)cc1,47*,-12,-29,-20,-8,-1,-170,-213,1,-6,40*
Cc1cccc(OCCn2nc(C(=O)O)c3ccccc3c2=O)c1,2,-11,-1,4,16,15,-29,-54,-16,5,14
CCn1nc(C)cc1C(=O)NC1CCCc2c1cnn2-c1cc(F)cc(F)c1 (centres undefined),2,-2,-3,-2,-4,-20,-14,9,18,-14,1
COC(=O)c1cc(NC(=S)Nc2cc(Cl)cc(Cl)c2)cc(C(=O)OC)c1,7,8,2,7,12,9,-15,10,6,1,-8
CC(C)(C)S(=O)(=O)/C(C#N)=N/Nc1ccc(S(N)(=O)=O)cc1,3,-7,-10,11,-5,-8,3,-1,10,-2,9
C/C(=N\N(Cc1ccccc1)c1ccccc1)c1cccnc1,-6,-5,6,2,-5,-27,3,-2,5,5,-8
CCN(CC)CCNC(=O)C1(c2ccccc2)CCCCC1,-1,9,-4,-12,6,-18,-3,-15,4,-11,2
CN(C(=O)c1ccc(NC(=O)C2CCCN(C(=O)OC(C)(C)C)C2)cc1)C1CCCCC1 (centres undefined),5,5,11,-13,-5,5,8,9,-12,-2,10

compound,LMP1 NFkB inh,NOD2 RIPK2 PPI,SRC1 inh,NCOA3 inh,LRH-1 inv ag,TROY NFkB inh,TWEAK Fn14 block,SRC2 inh,TRAIL sens C8,TLR9-MyD88 inh,COUP-TFII inh
O=C(Cc1c[nH]c2ccccc12)NCc1ccc(Cl)cc1Cl,-4,-2,-7,-18,5,-60,-14,-61,-4,3,-11
CCN(CC)S(=O)(=O)c1cccc(C(=O)N/N=C/c2c(C)nn(-c3ccccc3)c2Cl)c1,-15,-6,1,-18,3,4,-15,-2,5,0,-2
CC(C)Cn1c(N)c(/C=N/NC(=O)c2ccc(Cl)cc2)c(=O)n(C)c1=O,-3,-5,8,-24,-11,-2,5,-47,-5,9,12
O=C(O)c1ccc2c(c1)N(Cc1ccccc1F)C(=O)c1ccccc1S2=O (centres undefined),1,-16,-5,-7,9,-15,0,10,-3,-3,-13
Cc1ccc(CNC(=O)c2ccccc2N)cc1,-1,-13,-34,0,15,7,-28,-2,-12,0,2
O=S(=O)(c1ccc(-c2ccccc2)cc1)N1CCCC1,-11,-8,11,-1,14,-5,7,-2,21,-10,-20
CC1CCN(CC(=O)Nc2cccc(Cl)c2)CC1,-2,-14,-8,-1,11,7,-8,-23,-2,6,1
COc1cc([N+](=O)[O-])ccc1NC(=O)Nc1ccc2c(c1)OCCO2,0,-15,-49,-23,-20,-17,-26,0,13,2,0

compound,LMP1 NFkB inh,NOD2 RIPK2 PPI,SRC1 inh,NCOA3 inh,LRH-1 inv ag,TROY NFkB inh,TWEAK Fn14 block,SRC2 inh,TRAIL sens C8,TLR9-MyD88 inh,COUP-TFII inh
Cc1scc(C(=O)N2CCN(S(C)(=O)=O)CC2)c1-c1ccccc1,5,4,-8,3,13,3,-5,3,1,-2,-9
Cc1cccc(C(=O)NCCN2CCCC2)c1,-4,-5,1,10,-4,-8,-9,-16,-4,-1,10
CCOC(=O)c1c(NC(=O)c2cccc(N3C(=O)CCC3=O)c2)sc(C)c1C,4,-3,-3,12,-10,-15,12,-6,-15,-4,9
CN(CP(=O)(O)CCc1ccccc1)S(C)(=O)=O,-3,-3,-20,13,4,-7,-12,-12,8,10,0
N#Cc1ccccc1S(=O)c1ccccc1C(=O)Nc1ccccc1 (centres undefined),-5,-7,-8,9,1,-6,-13,-29,-10,9,9
COc1ccc(CNC(=O)c2ccc(CS(=O)Cc3ccc(Cl)cc3)o2)cc1 (centres undefined),0,-9,-1,-8,-3,-11,12,16,-11,2,1
